Screens deposited in PubChem BioAssay by several laboratories.
Yp Topo-I inh: blocks Yersinia pestis topoisomerase I activity. activity, % at 10 µM. Y. pestis Topo-I cleavage product accumulation, plate reader. actives 0.064% (n = 360,000); in the data active = activity above about 50%, passing the limit was not always enough; inconclusive = no clear call, values can overlap the other calls; also: inactives centre near 2
CCHFV vOTU inh: blocks the CCHF virus ovarian tumor domain protease; CCHFV vOTU protease, Pep-AMC fluorescence; inhibition, % at 11.5 µM; actives 0.55% (n = 370,000); AID 651958; in the data active = inhibition above about 30%; also: 0% = vehicle wells with enzyme and 100% = no enzyme wells
Vc quorum ag: inducers of Vibrio cholerae quorum light production without autoinducers; actives 0.16% (n = 350,000); V. cholerae BH1578 lux reporter, luminescence, 6 h; AID 588436; activation, % at 18.7 µM; in the data active = activation mostly above about 9.7%, no sharp cut-off; inconclusive = no clear call, values can overlap the other calls; inactive = mostly below about 3.7%; also: not every result past the cut was called active; inactives centre near 0; reference of the scale not given here
PfHsp40 rescue: rescue of PfHsp40-mediated yeast toxicity | actives 0.68% (n = 340,000) | S. cerevisiae expressing PfHsp40, growth rescue, ATP luminescence | growth rescue, % at 12.5 µM; in the data active = growth rescue above about 28%, passing the limit was not always enough; inconclusive = no clear call, values can overlap the other calls;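 also: yeast W303a lacking pdr1 and pdr3 grown in galactose medium; growth measured after three days at 30 °C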
3CLpro inhibitor: SARS-CoV 3CLpro protease inhibition. P0C6X7. recombinant SARS-CoV 3CLpro, quenched FRET peptide cleavage. inhibition, % at 6 µM. actives 0.14% (n = 290,000); in the data active = inhibition above about 12%
TcdB inh: inhibitors of Clostridioides difficile toxin B glycohydrolase. AID 652162. TcdB glycohydrolase enzymatic assay, plate reader. inhibition, % at 9.99 µM. actives 0.24% (n = 350,000); in the data active = inhibition above about 10%
PriA SSB inh: blocks PriA binding to SSB C-terminal tail | inhibition, % at 33 µM | AlphaScreen SSBct-PriA binding, biotinylated peptide | actives 0.6% (n = 430,000) | AID 1272365; in the data active = inhibition mostly above about 37%, no sharp cut-off; inactive = mostly below about 20%;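 also: plate controls were negative control peptide for no effect and reference peptide for full effect; strong numbers were not always called active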
DUSP3 inh: DUSP3 (human) phosphatase inhibition; inhibition, % at 13.3 µM; recombinant VHR phosphatase, pNPP absorbance; actives 0.52% (n = 290,000); P51452; in the data active = inhibition above about 50%; also: some compounds called inactive have numbers as strong as hits
Target sequence (P51452 whole entry, looked up): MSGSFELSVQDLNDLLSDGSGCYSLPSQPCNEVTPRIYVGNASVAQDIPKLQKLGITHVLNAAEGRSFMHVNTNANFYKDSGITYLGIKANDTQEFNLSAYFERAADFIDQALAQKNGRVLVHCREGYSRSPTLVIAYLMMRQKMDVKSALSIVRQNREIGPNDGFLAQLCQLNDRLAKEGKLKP
Anthrax LF inh2: blocks Bacillus anthracis lethal factor protease; P15917; multiplex microsphere protease cleavage assay, LF; inhibition, % at 10 µM; actives 0.12% (n = 360,000); also: plate controls were buffer without enzyme for full effect and enzyme alone for no effect
Target sequence (P15917 whole entry, looked up): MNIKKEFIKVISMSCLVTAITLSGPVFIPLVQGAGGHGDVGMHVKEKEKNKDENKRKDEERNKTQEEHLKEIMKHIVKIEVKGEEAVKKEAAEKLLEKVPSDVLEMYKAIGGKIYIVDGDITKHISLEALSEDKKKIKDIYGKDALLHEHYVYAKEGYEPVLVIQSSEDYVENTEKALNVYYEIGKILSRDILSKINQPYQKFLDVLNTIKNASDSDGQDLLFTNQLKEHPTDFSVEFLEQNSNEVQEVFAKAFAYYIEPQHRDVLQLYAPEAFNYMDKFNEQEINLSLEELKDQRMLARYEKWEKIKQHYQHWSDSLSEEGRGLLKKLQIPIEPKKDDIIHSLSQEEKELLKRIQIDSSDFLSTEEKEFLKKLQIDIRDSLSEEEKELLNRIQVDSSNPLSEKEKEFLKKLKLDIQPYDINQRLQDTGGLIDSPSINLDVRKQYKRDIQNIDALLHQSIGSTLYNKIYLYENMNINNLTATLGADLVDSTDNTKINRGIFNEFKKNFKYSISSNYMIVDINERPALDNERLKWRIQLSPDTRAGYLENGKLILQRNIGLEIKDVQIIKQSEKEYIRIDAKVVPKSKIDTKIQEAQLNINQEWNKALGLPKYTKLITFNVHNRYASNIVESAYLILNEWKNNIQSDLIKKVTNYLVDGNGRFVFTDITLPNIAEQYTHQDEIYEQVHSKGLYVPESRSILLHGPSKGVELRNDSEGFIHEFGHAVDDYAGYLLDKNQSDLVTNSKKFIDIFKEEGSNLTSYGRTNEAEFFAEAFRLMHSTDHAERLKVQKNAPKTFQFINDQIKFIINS
BoNT-A LC inh2: blocks Botulinum neurotoxin A light chain protease. multiplex microsphere protease substrate cleavage, flow cytometry. inhibition, % at 10 µM. actives 0.17% (n = 360,000); also: plate controls were buffer without enzyme for full effect and enzyme alone for no effect
* hit, by the source's call; i = inactive; ? = inconclusive; . = not tested or not shown. Rule as the data show it, unless noted: active = inhibition above about 30%; inconclusive = no clear call, values can overlap the other calls; inactive = below that. This is a subset (hit frequency here may not be typical).

SMILES	Yp Topo-I inh	CCHFV vOTU inh	Vc quorum ag	PfHsp40 rescue	3CLpro inhibitor	TcdB inh	PriA SSB inh	DUSP3 inh	Anthrax LF inh2	BoNT-A LC inh2
Cc1cccc(C(=O)NCC(=O)OCC(=O)N2CCCCC2)c1	-7	-11	i	0.1	5	-0.2	-14	22	-1	-0.3
COC(=O)c1cnc(Nc2cccc(C(F)(F)F)c2)c([N+](=O)[O-])c1	5	3	i	-1.4	3	-0.2	2	5	23	-1.7
CC(=O)NCCc1nc2cc(NC(=O)c3cccs3)ccc2n1C	7	-13	i	-0.8	-1	0.9	-9	33	-3	0.0
COCCCNS(=O)(=O)c1ccccc1	4	-20	-2.8	0.8	-3	.	-26	34	3	3.2
COc1ccc(-c2nc3ccc(Cl)cn3c2Cc2cccc(F)c2)cc1OC	.	-4	.	.	.	0.4	.	.	14	5.7
CC1(C)CC(=O)C2=C(C1)NC(Nc1nc3ccccc3o1)=NC21CCCCC1	2	1	-0.4	-0.3	7	.	6	14	-9	-3.6
O=C(c1cccs1)N1C[C@@H](O)[C@H](n2cc(C3CC3)nn2)C[C@@H]1c1ccccc1	4	2	-0.5	.	.	0.8	.	.	-2	0.0
O=C1CCC/C1=c1\s/c(=C\c2cccnc2)c(=O)n1-c1ccccc1	10	-3	i	0.3	-1	.	.	6	-11	-1.4
Cc1c(NC(=O)/C(C#N)=C/c2c(Oc3ccccc3)nc3ccccn3c2=O)c(=O)n(-c2ccccc2)n1C	1	-3	-0.3	0.8	1	.	-8	-20	-4	-0.3
CCOc1ccc2nc(NC(=O)CN3CCN(CC)CC3)sc2c1	-6	9	i	-0.9	8	-0.5	-13	8	-11	-0.7
COc1ccc(Cc2nnc(SCC(=O)Nc3ccc(N4CCOCC4)cc3)o2)cc1	6	0	-0.4	2.3	-4	1.3	6	44	3	0.8
CC(=O)Nc1ccc(S(=O)(=O)N2CC(=O)NC(=O)C2)cc1	-4	4	0.5	0.4	-1	-0.4	-2	31	-1	-1.5
CCCCCOC(=O)c1ccc(NC(=O)c2cccc(NC(=O)c3ccccc3C(=O)O)c2)cc1	23	13	i	1.3	7	-0.6	14	6	11	0.3
Cc1ccc2c(c1)nnn2C1CCN(C(=O)c2ccccc2F)CC1	-7	-20	i	-0.8	0	-1.3	-12	16	-2	-0.7
Fc1ccc(NC(=S)N2CCOCC2)cc1Cl	2	-10	0.8	12	0	0.9	-11	9	-4	-0.3
CC(NC(=O)c1nn(C)c(=O)c2ccccc12)c1ccccc1 (stereo not drawn)	-3	-1	-0.3	-0.5	-7	.	-3	1	10	0.8
O=C1NC2(CCCCCC2)C(=O)N1Cc1ccccc1F	-6	2	-0.3	11	4	5.9	1	4	5	3.1
Cc1ccc(CSc2nnc(SCC(=O)N/N=C/c3ccccc3OCC(=O)O)s2)cc1	-1	-1	-0.3	0.0	0	0.0	i	13	5	2.0
CC/C(=N\NC(=O)c1ccccc1Cl)c1c(O)n(C2CCCCC2)c(=O)[nH]c1=O	9	16	-0.5	7.5	1	1.1	.	-10	-2	-2.5
CCOc1ccc2nc(NC(=O)c3ccc(OC)c(S(=O)(=O)N4CCOCC4)c3)sc2c1	2	-6	44*	0.0	-1	.	-8	29	2	1.0
CS(=O)(=O)N(CC(=O)N1CCN(c2ccc(F)cc2)CC1)c1cccc(Cl)c1	-1	14	3.8	0.4	1	.	7	23	-2	0.2
CC(C)CC(N)c1csc(Nc2cc(Oc3ccccc3)ncn2)n1 (stereo not drawn)	-11	11	-0.5	.	.	2.7	.	.	4	0.0
Cc1cccc(NC(=O)CN(C)C(=O)c2ccc3ccccc3n2)c1C	2	-8	-0.3	0.2	.	-0.7	-8	.	-1	-6.3
CC(=O)c1c(C)[nH]c(C(=O)OC2CCCCC2=O)c1C (stereo not drawn)	-2	4	i	-0.9	-5	.	-9	32	1	0.1
Cc1cccc(CC(=O)c2c[nH]c3ccccc23)c1	-4	-5	-0.8	1.2	4	-0.8	0	9	0	0.9
Cc1cccc(C(C)C)c1NC(=O)C1CCN(S(=O)(=O)c2ccccc2)CC1	-1	0	-0.3	-0.1	-2	0.4	-19	20	-3	-0.2
CC(C)CCn1cnc2c1c(=O)n(CC(=O)NC(N)=O)c(=O)n2Cc1ccccc1	7	6	-0.2	0.9	2	0.2	-19	8	3	-1.7
Cc1ccc(-c2cc(-c3ccccc3)cc(-c3ccccc3)[n+]2-c2ccccc2C(=O)O)cc1	7	-14	i	2.0	.	-0.2	6	.	0	0.7
CC1=C(C(=O)N(C(C)C)C(C)C)CC(CC(=O)NC2CC2)C(=O)N1Cc1ccc(C(C)(C)C)cc1 (stereo not drawn)	.	27	.	.	.	-1.3	.	.	-8	1.1
Cc1cc(C)n(CC(=O)NNC(=O)c2ccc(NC(=O)CC#N)cc2)n1	0	2	i	-1.6	.	-0.5	-20	.	2	-1.2
Nc1nc(SCCO)[nH]c(=O)c1NC(=O)c1ccco1	-9	8	i	0.0	.	1.6	-7	.	-17	-66
Cc1[nH]c2ccccc2c1/C=N/Nc1nc(N2CCCCC2)nc(N2CCCCC2)n1	-11	-8	-0.1	0.6	-2	.	.	8	-1	-0.3
CCOc1ccc(NC(=O)C(c2ccccn2)N(C(=O)CCl)c2ccc(F)cc2)cc1 (stereo not drawn)	-2	.	i	0.0	-1	.	4	3	-3	-0.7
CCCN(CC(=O)Nc1c(C)cccc1CC)C(=O)SCC	6	-3	-3.4	1.1	5	.	11	17	-5	-0.1
CCc1cc(C(=O)N=Nc2c(O)[nH]c3ccc([N+](=O)[O-])cc23)c2ccccc2n1	-24	6	-0.2	0.2	-1	-0.2	11	2	-2	-0.6
Cc1cc(Cn2ccnc2)c(C)cc1Cn1ccnc1	-7	-1	i	-0.6	4	.	-6	-4	2	1.1
COc1ccc(O)c(/C=N/c2nc3ccccc3n2C)c1	-8	-9	0.8	-1.6	2	-0.9	.	-4	-12	-20
COc1ccc(-c2c(C#N)c(N)nc3c2CCCC3)cc1OC	-4	9	i	13	0	.	-16	.	-1	0.0
O=C(C1CCCN(S(=O)(=O)c2cnc[nH]2)C1)N(CCc1ccccc1)Cc1ccccc1 (stereo not drawn)	2	-5	-0.4	-1.0	0	-7.6	0	0	-10	-0.8
O=C(CCCC(=O)OCC(F)(F)C(F)F)Nc1nccs1	6	1	-3.2	0.1	0	.	-3	22	-1	0.6
O=Cc1ccc(-n2cc(C=O)c3ccccc32)cc1	5	11	0.4	0.2	-3	-0.2	-18	17	-2	0.2
N=C1C(c2nc3ccccc3s2)=C(O)CN1NC(=O)c1c[nH]c2ccccc12	-4	-4	-0.2	1.1	-3	-1.7	-16	8	1	-0.3
O=c1oc2ccccc2cc1-c1csc(Cc2nc(-c3ccc(Cl)cc3)cs2)n1	-1	9	i	1.5	-1	.	-8	-6	0	0.7
CC(=O)Nc1cccc(Oc2nc(-c3ccccn3)nc3ccccc23)c1	14	1	i	-1.2	-2	1.3	-7	5	?	-8.3
CCn1c(CNC(=O)COc2ccc(C(C)C)cc2)nnc1SCC(=O)Nc1cc(F)ccc1C	11	19	i	1.4	-3	.	-1	16	-2	0.2
Cc1ccc(S(=O)(=O)C2(C(=O)NC3CCCCC3C)CC2)cc1 (stereo not drawn)	1	15	1.9	1.3	-4	1.0	-11	3	3	0.4
N#Cc1c(-c2ccco2)cc(-c2ccccc2)[nH]c1=O	9	-104	i	-0.7	2	0.1	7	25	-4	-2.4
Cc1cc(SCc2cc(=O)[nH]c3ccccc23)nc2ccccc12	3	2	0.9	0.0	1	.	-4	34	-3	-0.1
CCOC(=O)c1ccc(NC(=O)COc2cc(=O)n(CC)c3ccccc23)cc1	-13	2	-0.1	-0.8	3	0.3	-17	0	0	-0.3
CC(C)CC(NC(=O)OC(C)(C)C)C(=O)NC(C(=O)N1CCCC1C(N)=O)C(C)C (stereo not drawn)	8	-3	-0.2	-1.2	-6	.	-14	10	-1	0.5
CCc1n[nH]c(=S)n1/N=C/c1c[nH]c2ccc(Br)cc12	-5	1	1.5	-0.5	5	0.9	.	19	-1	0.0
COc1ccc(N2CCN(Cc3nc4ccccc4[nH]3)CC2)cc1	-8	24	-0.3	0.2	-9	-2.3	11	32	-9	-4.6
O=C1C2CC=C(Cl)CC2C(=O)N1CN(Cc1ccco1)CN1C(=O)C2CC=C(Cl)CC2C1=O (stereo not drawn)	-8	3	-0.4	-1.7	5	.	-10	32	-2	0.1
COc1cc(NS(=O)(=O)c2ccc(Cl)cc2)c(C(=O)O)cc1OC	-10	-3	-0.9	-1.0	5	8.7	-6	0	0	0.6
COc1ccc(CCC(=O)Nc2ccc(OC)c(S(=O)(=O)N3CCCCC3)c2)cc1OC	6	19	i	1.1	.	0.7	2	.	-1	-0.1
COCC1CCCCN1C(=O)c1ccc2oc(CCCc3ccccc3)nc2c1 (stereo not drawn)	2	6	-0.8	1.7	-1	3.1	-6	27	1	3.3
Cc1ccc(C(=O)O)cc1NC(=S)NC(=O)c1ccc(-c2ccc(Cl)cc2)o1	12	5	-2.2	-1.4	0	0.4	-16	12	-2	-0.2
CC(C)c1ccc(NC2CCCN(C(=O)CCN3CCCC3=O)C2)cc1 (stereo not drawn)	0	0	i	0.0	-6	1.1	-7	8	1	1.5
CC1CCc2sc(C(=O)N/N=C/c3ccc([N+](=O)[O-])cc3)cc2C1 (stereo not drawn)	-13	0	i	-1.1	-1	.	.	8	2	0.3
Cc1cccc(C2C3=C(CCCC3=O)N=C3c4ccccc4C(=O)C32)c1 (stereo not drawn)	-14	-13	i	-1.2	-1	0.0	7	-14	12	2.8

Full records, quoted from the list. Order of screens: Yp Topo-I inh | CCHFV vOTU inh | Vc quorum ag | PfHsp40 rescue | 3CLpro inhibitor | TcdB inh | PriA SSB inh | DUSP3 inh | Anthrax LF inh2 | BoNT-A LC inh2
CCOC(=O)c1ccc(NC(=O)COc2cc(=O)n(CC)c3ccccc23)cc1 across the screens: -13 | 2 | -0.1 | -0.8 | 3 | 0.3 | -17 | 0 | 0 | -0.3
COc1ccc(N2CCN(Cc3nc4ccccc4[nH]3)CC2)cc1 across the screens: -8 | 24 | -0.3 | 0.2 | -9 | -2.3 | 11 | 32 | -9 | -4.6
CC1CCc2sc(C(=O)N/N=C/c3ccc([N+](=O)[O-])cc3)cc2C1 (stereo not drawn) across the screens: -13 | 0 | i | -1.1 | -1 | . | . | 8 | 2 | 0.3
COc1cc(NS(=O)(=O)c2ccc(Cl)cc2)c(C(=O)O)cc1OC across the screens: -10 | -3 | -0.9 | -1.0 | 5 | 8.7 | -6 | 0 | 0 | 0.6

Following part.
SMILES	Yp Topo-I inh	CCHFV vOTU inh	Vc quorum ag	PfHsp40 rescue	3CLpro inhibitor	TcdB inh	PriA SSB inh	DUSP3 inh	Anthrax LF inh2	BoNT-A LC inh2
CC1=CN2C(=N)/C(=C/c3cn(CCCOc4ccccc4C)c4ccccc34)C(=O)N=C2S1	-2	-1	-0.3	1.5	-2	.	-5	6	-5	2.1
O=c1[nH]cccc1-c1nc2ccccc2n1Cc1ccc(Cl)cc1	9	-111	i	-0.8	-4	1.4	-2	20	-1	-0.9
Cc1cc(C)n(CCc2nc3c4ccccc4n(CC#N)c(=O)n3n2)n1	-5	-4	i	-0.4	0	.	-14	24	2	0.3
CC(C)c1cc(C(F)(F)F)n2nc(C(=O)Nc3ccc(-n4cnnn4)cc3)cc2n1	6	-3	-0.3	-0.2	0	-0.7	-8	11	-7	0.1
CC(C)C(=O)Nc1nnc(SCC(=O)Nc2ccc3c(c2)OCCO3)s1	3	-13	i	-0.1	3	-2.5	-3	-8	-8	-0.1
COC1(OC)C=CC(=O)C=C1NC(=O)c1ccccc1OC(C)=O	-3	-2	i	-0.4	.	0.4	0	.	-15	-0.3
Cc1c(NC(=O)C2CCCNC2=O)c(=O)n(-c2ccccc2)n1C (stereo not drawn)	10	-1	-0.4	3.4	3	.	-1	-22	-2	0.6
COc1ccc(NC(=O)c2n[nH]c(=O)c3ccccc23)cc1S(=O)(=O)N1CCCCC1	14	-3	i	1.3	-1	.	-16	30	-2	0.2
